# High-throughput results deposited in PubChem by several laboratories.
# hiPSC survival: enhancers of single-cell hiPSC survival, primary screen, ATPlite luminescence; 100% = ROCK inhibitor wells, 0% = DMSO; 0.044% of 360,000 active; survival enhancement, % at 20 µM; AID 602274, 2012; in the data active means survival enhancement above about 18%;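 further: cells exposed to compounds for 16 hours before the ATP read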
# ABCB6 inh 2: ABCB6 transporter inhibitors, primary screen, K562-ABCB6 cells, flow cytometry, MLPCN library; 0.19% of 360,000 active; ATP-binding cassette sub-family B member 6 (Homo sapiens), Q9NP58; fluorescence ratio to DMSO, % at 10 µM; K562-ABCB6 porphyrin accumulation, 1 h; hits give low values;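 active means fluorescence ratio to DMSO below 75%, the collection mean minus 3 SD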;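 further: signal is porphyrin accumulated inside mitochondria; 100% equals median channel fluorescence of DMSO control wells; lower ratio means ABCB6 inhibition with less porphyrin fluorescence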
# PDI inh: inhibitors of human PDI, primary screen, biochemical, turbidity, single point, plate reader; Protein disulfide-isomerase (Homo sapiens), P07237; PDI insulin aggregation turbidity, A650, 90 min; 0.052% of 350,000 active; inhibition, % at 10 µM;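 active means mean inhibition across replicates of 30% or more, whatever share of single replicates reach that level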;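 further: absorbance from insulin aggregation driven by PDI reduction with DTT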
# Target sequence (P07237 whole entry, looked up): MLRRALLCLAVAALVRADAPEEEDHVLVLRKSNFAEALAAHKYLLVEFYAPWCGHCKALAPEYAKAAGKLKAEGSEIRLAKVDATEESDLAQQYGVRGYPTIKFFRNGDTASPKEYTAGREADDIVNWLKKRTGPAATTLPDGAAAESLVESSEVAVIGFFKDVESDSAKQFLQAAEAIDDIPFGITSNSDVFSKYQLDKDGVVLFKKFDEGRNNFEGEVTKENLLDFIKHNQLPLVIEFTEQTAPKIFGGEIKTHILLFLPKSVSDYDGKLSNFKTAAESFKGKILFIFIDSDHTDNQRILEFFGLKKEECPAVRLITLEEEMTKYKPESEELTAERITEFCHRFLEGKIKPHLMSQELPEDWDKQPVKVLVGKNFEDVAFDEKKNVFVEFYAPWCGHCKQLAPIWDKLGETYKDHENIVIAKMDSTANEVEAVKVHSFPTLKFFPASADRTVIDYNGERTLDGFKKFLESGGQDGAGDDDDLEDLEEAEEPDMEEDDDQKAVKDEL
# aDG glyco act: activators of alpha-DG glycosylation, primary screen, uHTS, Pro5-aDG cells, AlphaScreen. alpha-DG glycosylation AlphaScreen (IIH6); 0% Pro5, 100% B10-LARGE cell signal. activation, % at 10 µM. 0.22% of 360,000 active. AID 624168, 2012;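 active means activation of at least 8% versus controls, or a plate z-score of at least 8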;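 further: Pro5 are CHO cells carrying HIG-tagged alpha-DG that lacks glycosylation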
# CaV13 ICDI inh: Disruptors of the CACNA1D IQ motif to Ca2+-dependent inactivation inhibitor domain association, primary screening, Förster resonance energy transfer in intact living …; 0.098% of 340,000 active; AID 743397; inhibition, % at 12.3 µM; HEK cells, CFP/YFP FRET ICDI-IQ, plate reader, 10 min; percent FRET-ratio fall versus neutral wells;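 active means mean replicate inhibition of at least 30% and at least 1% of replicates passing that level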;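 further: 0% = median of the neutral control wells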
# Vif inh: HIV Vif self-association inhibitors, primary screen, imaging, HEK293T, single point; HEK293T cells, Vif self-association by quenched fluorescence, 24 h; AID 602346, 2012; 0.35% of 340,000 active; inhibition, % at 7.49 µM; in the data active means inhibition above about 50%, passing the limit was not always enough; further: some results filed as inactive read as strong as hits
# Glyco luc inh: increase of ERlucT glycosylation luciferase signal, primary screen, N-linked glycosylation inhibitor project, D54 ERlucT cells, luminescence, set 2. D54 ERlucT glycosylation luciferase reporter, 24 h; percent of 100 nM tunicamycin response. reporter increase, % at 12.5 µM. 0.23% of 360,000 active. AID 588692, 2011;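 active means mean luciferase reporter signal, scaled so untreated is 0 and the glycosylation-blocking control 100, at or above a set limit in every replicate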;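 further: luciferase carries N-glycosylation sites so blocking glycosylation raises the light; 0% = median of neutral control wells and 100% = median of 100 nM tunicamycin wells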
# H9c2 protect: cardioprotection against H2O2-induced cell death, primary screen, uHTS, H9c2 cells, ATPLite luminescence; H9c2 cardiomyocytes, H2O2 injury protection, 2 h; protection from H2O2 cell death, % at 20 µM; 0.63% of 360,000 active; AID 588492, 2011;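 active means compounds giving at least 50% protection of heart cells from peroxide-induced death in the single-dose screen, raw or plate-pattern-corrected value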;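 further: 0% = DMSO wells with peroxide and 100% = DMSO wells without peroxide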
# Granule exo inh: LAMP-1 surface exposure blockers, TALL-104 cells – cell-based, flow cytometry, MLPCN library, primary screen | TALL-104 LAMP-1 surface exposure; cells stimulated with thapsigargin and PMA | inhibition, % at 10 µM | 0.66% of 360,000 active | AID 651702, 2012;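 active means inhibition above about 55%, limit read from the data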
# m5-HT2A agonist: mouse Htr2a agonists via beta-arrestin recruitment, primary screen, cell-based, luminescence | AID 624169, 2012 | 0.66% of 360,000 active | 5-hydroxytryptamine receptor 2A (Mus musculus), P35363 | CHO-K1 mHTR2A beta-arrestin complementation; percent of 30 µM serotonin response | activation, % at 7.6 µM;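 active means activation above a run cutoff, the mean activation of all tested compounds plus 3 SD, cut at about 14% in these data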;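 further: 0% = plate median of compound wells and 100% = 30 µM serotonin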
# Target sequence (P35363 whole entry, looked up): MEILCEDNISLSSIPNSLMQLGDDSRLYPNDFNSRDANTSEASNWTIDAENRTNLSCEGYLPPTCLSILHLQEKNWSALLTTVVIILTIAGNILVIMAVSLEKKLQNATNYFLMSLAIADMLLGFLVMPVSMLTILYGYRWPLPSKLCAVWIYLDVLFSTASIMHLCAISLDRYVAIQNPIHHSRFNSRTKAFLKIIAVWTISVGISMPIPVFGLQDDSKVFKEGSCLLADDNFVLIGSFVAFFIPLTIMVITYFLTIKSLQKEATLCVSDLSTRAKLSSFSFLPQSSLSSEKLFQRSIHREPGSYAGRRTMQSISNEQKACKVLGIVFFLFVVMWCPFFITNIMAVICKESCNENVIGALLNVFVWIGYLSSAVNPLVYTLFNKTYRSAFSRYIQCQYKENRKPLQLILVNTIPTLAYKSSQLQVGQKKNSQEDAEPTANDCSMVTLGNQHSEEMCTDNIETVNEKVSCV
# The depositor's hits bear a star; i = inactive; nt = not tested or not shown.
SMILES,hiPSC survival,ABCB6 inh 2,PDI inh,aDG glyco act,CaV13 ICDI inh,Vif inh,Glyco luc inh,H9c2 protect,Granule exo inh,m5-HT2A agonist
COc1ccc(C(=O)N/N=C(/C)c2ccc(N3CCCCC3)cc2)cc1,-1.2,103,-4,-0.2,-5,nt,3,-1,-6,-1
O=C(Cn1cncn1)N/N=C/c1c2ccccc2cc2ccccc12,-0.6,97,6,-0.2,-7,nt,1,7,-1,5
O=C1C=C(c2ccc(Cl)cc2)OC2(CCCC2)O1,-2.8,93,-7,0.0,-5,nt,3,-1,-3,-3
O=C(CSc1nccn1-c1ccc(Cl)cc1)NCc1ccc2c(c1)OCO2,0.0,102,15,0.0,-7,1,-3,-5,-4,12
COc1ccc(S(=O)(=O)N(C)c2ccc(C(=O)N3CCN(c4ccccc4)CC3)cc2)cc1OC,0.9,95,-1,0.0,nt,-12,-2,-1,-2,0
CCOC(=O)C1=CCN(S(=O)(=O)c2ccc(C)cc2)C1c1cccc(F)c1 (configuration not stated),-0.4,99,nt,-0.1,-2,-3,-1,2,-7,1
CCc1ccc(C2=NN(CCC(=O)NC(C)c3ccc4c(c3)OCCO4)C(=O)CC2)cc1 (configuration not stated),0.0,91,-4,0.0,-11,10,0,0,-10,-3
C=CCOc1ccc(CNc2ccc(NC(=O)CCC)cc2)cc1OCC,-2.3,96,11,0.4,-6,3,2,-5,0,1
CCN(CC)CCCN1C(=O)C(O)=C(C(=O)c2ccco2)C1c1ccc(OC(C)C)cc1 (configuration not stated),1.9,88,0,-0.1,-2,-3,0,-5,2,3
CCOc1ccc(NS(=O)(=O)c2cc3c(cc2C)N(C)CCO3)cc1,-2.7,100,nt,-0.1,-12,-6,-2,-20,-7,-5
COC(=O)C(N)Cc1ccc(OC)c([N+](=O)[O-])c1 (configuration not stated),-0.6,97,-3,-0.2,-5,24,-1,1,22,-1
Cc1ccc(NC(=O)CSCC(=O)Nc2nnc(C3CC3)s2)cc1,-0.4,101,-3,-0.3,-5,-4,0,0,-9,-2
CC1(C)Cc2c(C#N)c(SCC(=O)O)nc(N3CCOCC3)c2CO1,0.7,97,2,0.3,-2,7,4,-1,6,5
CC(C)C(=O)N1CCC(n2nccc2NC(=O)CCOc2ccccc2)CC1,-0.6,98,2,-0.2,-6,-7,2,3,-3,9
CC(C)(C)c1nc2c(C#N)c(-c3ccc(Cl)cc3)ccn2n1,4.4,90,-10,0.7,nt,nt,-3,1,-1,-6
C=CCOC(=O)C1=C(C)NC(SCC(=O)Nc2ccccc2)=C(C#N)C1c1ccco1 (configuration not stated),-3.2,92,15,0.5,-5,-18,0,-21,1,-5
O=c1[nH]c2c(Br)cnc([N+](=O)[O-])c2[nH]1,-0.3,99,-2,-0.1,-5,nt,1,10,-6,9
Cc1c(NC(=O)NC(=O)c2ccc(F)cc2)c(=O)n(-c2ccccc2)n1C,-1.4,89,16,0.0,nt,12,1,-6,-3,0
CCC(=C/c1sc2ccc3ccccc3c2[n+]1C)/C=C1\Sc2ccc3ccccc3c2N1C,1.8,418,0,1.0,-22,i,1,-12,30,4
Cc1cccc(C(=O)NC2CC3CCCC(C2)N3Cc2ccccc2)c1 (configuration not stated),0.6,95,6,0.0,-4,-3,-2,1,1,3

# Molecules from the list above containing two or more sulfur atoms (2):
SMILES,hiPSC survival,ABCB6 inh 2,PDI inh,aDG glyco act,CaV13 ICDI inh,Vif inh,Glyco luc inh,H9c2 protect,Granule exo inh,m5-HT2A agonist
Cc1ccc(NC(=O)CSCC(=O)Nc2nnc(C3CC3)s2)cc1,-0.4,101,-3,-0.3,-5,-4,0,0,-9,-2
CCC(=C/c1sc2ccc3ccccc3c2[n+]1C)/C=C1\Sc2ccc3ccccc3c2N1C,1.8,418,0,1.0,-22,i,1,-12,30,4

# Next compounds follow.
SMILES,hiPSC survival,ABCB6 inh 2,PDI inh,aDG glyco act,CaV13 ICDI inh,Vif inh,Glyco luc inh,H9c2 protect,Granule exo inh,m5-HT2A agonist
COc1ccc(CC(=O)Nc2ccc(-c3csc(C)n3)cc2)cc1,3.1,100,0,-0.1,-5,-6,1,6,-4,-3
C=CCNC(=O)Nc1ccc(Cl)cn1,2.1,100,0,-0.1,-15,-1,2,6,-4,0
O=C(COc1ccc(F)cc1)NCCN1CCCC1,-0.2,105,3,-0.1,-3,1,1,2,-3,1
COc1ccc(-c2nc3c4c(ncn3n2)-c2ccccc2CC42CCCC2)cc1,-0.8,95,-14,0.1,-4,1,-4,-4,3,0
Cc1ccc2c(c1)c1c3n2CCCN(Cc2ccccc2)C3CCC1 (configuration not stated),-2.0,97,2,-0.1,-8,-10,-1,-18,6,3
COc1nc(Nc2ccc([N+](=O)[O-])cc2)nc(NC2CCCCC2)n1,0.6,86,22,0.1,-7,-6,0,5,-3,5
Cc1[nH]c(C)c(S(=O)(=O)N2CCN(c3ccccc3)CC2)c1C(=O)N1CCCCC1,-0.1,99,1,0.0,-2,1,-1,-1,-2,2
COC(=O)[C@H]1C[C@H](OC(=O)NCc2ccccc2F)[C@@]2(O)CN(S(=O)(=O)c3ccc(C)cc3)CC2[C@H]1C(=O)OC (some centres not stated),-2.4,95,11,0.1,-5,-2,-2,-5,-1,-6
COC(=O)/C=C1\OCc2ccc(C)cc21,nt,nt,nt,0.1,-12,nt,nt,nt,2,-2
CCc1nn(CC(=O)N2CCN(Cc3ccc4c(c3)OCO4)CC2)c(=O)c2cc3occc3n12,1.8,96,-3,0.5,nt,nt,-3,17,5,-4
Cc1cc(N=Nc2ccc(C)c(N=Nc3cc(C)c(N)cc3N)c2)c(N)cc1N,-0.7,97,4,-0.5,-21,-6,-18,-17,-7,-11
CCN(C)c1cc2c(c3c1ccn3C)C1CCC2C1 (configuration not stated),6.4,103,nt,-0.3,-3,nt,8,2,-9,0
CS(=O)(=O)N1CCC(C(=O)N2CCN(c3ccccc3)CC2)CC1,-0.6,108,0,-0.3,-5,-1,3,2,-1,3
O=C(COC(=O)c1cccnc1)c1ccc(Cl)c(Cl)c1,-4.1,99,-2,0.4,nt,15,-1,-2,-2,-3
COCC1CCN(Cc2c(C(=O)N3CCc4ccccc4C3)nc3ccc(Cl)cn23)C1 (configuration not stated),-0.5,91,10,0.1,-6,3,2,7,-9,-2
Cc1nnc(SCC(=O)N(CCC#N)c2ccc3c(c2)OCCO3)s1,1.0,96,-12,0.0,-5,2,1,1,-4,-8
O=C(O)CCN1C(=O)/C(=C/c2ccc(-c3nc4ccccc4s3)o2)SC1=S,0.5,91,3,-0.3,-3,-2,3,0,98*,3
CCN1CCN(c2ccc(S(=O)(=O)N3CCOCC3)cc2NC(=O)CCOc2ccccc2)CC1,-0.1,95,7,-0.1,-6,-9,-2,-1,0,-1
Cc1cc(OC(=O)c2ccccc2Cl)ccc1N1C(=O)CCC1=O,4.4,98,7,0.0,66*,7,3,-17,2,-2
Cc1ccsc1/C=N/n1c(-c2ccccn2)n[nH]c1=S,1.2,107,1,-0.1,-2,-3,1,5,4,2
CC(=O)c1cccc(OCC(O)CN2CCN(S(=O)(=O)c3c(F)cccc3F)CC2)c1 (configuration not stated),0.1,99,15,0.0,-20,-5,-2,-2,39,1
COc1cccc(OC)c1C(=O)Nc1ccc(S(=O)(=O)N2CCCCC2)cc1,-0.1,92,-19,0.0,-4,-4,-4,0,1,-5
CC(=O)Nc1cccc(NC(=O)CSc2ccc(C(F)(F)F)cc2[N+](=O)[O-])c1,-1.7,95,10,-0.1,nt,-22,0,-8,2,1
COc1cccc(C(=O)NNc2c3ccccc3nc3ccccc23)c1,0.5,90,9,-0.2,-6,-11,5,36,44,-7
Cc1c(C(=O)c2ccccc2)c(=O)n(C)c(=O)n1C,-0.2,94,2,0.0,-7,-2,2,11,0,9
NNC(=O)CSc1c(-c2cccs2)[nH]c2ccccc12,-1.4,101,1,0.0,-11,-2,1,0,6,-3
COc1cc(C(=O)NCC2CCCO2)ccc1OCc1ccc(Cl)cc1 (configuration not stated),-4.9,90,-9,0.0,-6,-10,-1,-7,25,-11
COc1ccc(NC(=O)CSCc2cc(=O)n3cc(C)sc3n2)cc1,-0.5,96,7,0.1,-13,-2,-1,1,-1,2
CC(OC(=O)c1ccc(NC(=O)CC#N)cc1)C(=O)Nc1ccc2c(c1)OCCO2 (configuration not stated),-0.3,94,-5,-0.4,-5,-2,-1,-6,-2,5
O=C(c1ccc(F)cc1)N1CCCCC(S(=O)(=O)c2ccccc2)C1=O (configuration not stated),-0.2,92,-4,-0.1,-4,-9,3,-2,8,-1
COc1ccc(C(=O)N/C(=C/c2ccc(Cl)cc2)C(=O)Nc2ccc(C(=O)O)cc2)cc1,-0.4,96,-4,-0.5,-6,0,2,-5,4,2
N/C(=N\OC(=O)c1ccc([N+](=O)[O-])cc1)c1cccnc1,-1.5,103,4,0.2,-5,-1,-1,-14,-3,-3
CC(C)[C@H](NS(=O)(=O)c1ccccc1F)C(=O)NC1CCCCC1,1.6,97,4,0.0,-6,-2,-3,2,-2,2
COc1ccccc1N1CCN(CC(=O)NCC2CCCO2)CC1 (configuration not stated),-1.9,100,0,0.2,nt,24,0,2,58*,1
O=C(Cn1cncn1)NCCCc1ccccc1,0.6,98,-1,1.0,3,2,2,-6,4,7

# Filtered by structure, those above containing a Cl atom (9)
SMILES,hiPSC survival,ABCB6 inh 2,PDI inh,aDG glyco act,CaV13 ICDI inh,Vif inh,Glyco luc inh,H9c2 protect,Granule exo inh,m5-HT2A agonist
O=C1C=C(c2ccc(Cl)cc2)OC2(CCCC2)O1,-2.8,93,-7,0.0,-5,nt,3,-1,-3,-3
O=C(CSc1nccn1-c1ccc(Cl)cc1)NCc1ccc2c(c1)OCO2,0.0,102,15,0.0,-7,1,-3,-5,-4,12
CC(C)(C)c1nc2c(C#N)c(-c3ccc(Cl)cc3)ccn2n1,4.4,90,-10,0.7,nt,nt,-3,1,-1,-6
C=CCNC(=O)Nc1ccc(Cl)cn1,2.1,100,0,-0.1,-15,-1,2,6,-4,0
O=C(COC(=O)c1cccnc1)c1ccc(Cl)c(Cl)c1,-4.1,99,-2,0.4,nt,15,-1,-2,-2,-3
COCC1CCN(Cc2c(C(=O)N3CCc4ccccc4C3)nc3ccc(Cl)cn23)C1 (configuration not stated),-0.5,91,10,0.1,-6,3,2,7,-9,-2
Cc1cc(OC(=O)c2ccccc2Cl)ccc1N1C(=O)CCC1=O,4.4,98,7,0.0,66*,7,3,-17,2,-2
COc1cc(C(=O)NCC2CCCO2)ccc1OCc1ccc(Cl)cc1 (configuration not stated),-4.9,90,-9,0.0,-6,-10,-1,-7,25,-11
COc1ccc(C(=O)N/C(=C/c2ccc(Cl)cc2)C(=O)Nc2ccc(C(=O)O)cc2)cc1,-0.4,96,-4,-0.5,-6,0,2,-5,4,2
